High-throughput results as filed in PubChem.
PGC1a acetyl inh = modulators of PGC1a acetylation. AID 651687. 350,000 tested, 0.17% active. U2OS PGC1a acetylation, AlphaScreen anti-acetyl-lysine; with virally co-expressed GCN5 acetyltransferase. inhibition, % at 15.6 µM;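 active = every replicate shows inhibition of at least 40%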;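 note: 0% = neutral control wells and 100% = positive control wells; some results beyond the cut were filed as inactive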
FN deposition inh = fibronectin deposition inhibition | AH1F fibroblasts, Alexa488-fibronectin deposition fluorescence, overnight | AID 743247 | inhibition, % at 12.6 µM | 350,000 tested, 0.086% active;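 active = mean inhibition across replicates of 30% or more, regardless of how many single replicates reach that level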;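 note: positive control wells lacked labelled fibronectin entirely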
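Material: AH1F fibroblast monolayer depositing Alexa488-labelled fibronectin into matrix / Amount: 10000 AH1F cells per well / Signal: fluorescence 485/525 nm / Medium: DMEM, 2% serum / Compound: single dose, pinned / Incubation: 1 h cell adhesion before compound, then overnight fibronectin incubation / Reagent: Alexa488-FN, 24 nM final / Read-out: inhibition of fibronectin deposition signal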
EWS-Fli block = inhibitors of EWS/Fli oncoprotein transcriptional activity; inhibition, % at 12.6 µM; A673 NR0B1-luciferase reporter, viability-normalised; 350,000 tested, 0.67% active;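 active = mean inhibition of at least 50% after viability correction, with every replicate also passing that limit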;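 note: firefly luciferase signal divided by Alamar Blue viability fluorescence both relative to DMSO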
PAX8 inh HTS = inhibitors of PAX8 transcriptional activity in RMG-I cells; RMG-I TPO-luciferase reporter, SteadyGlo, 24 h; inhibition, % at 12.6 µM; 360,000 tested, 1.2% active; AID 652154;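 active = mean replicate inhibition at least 60% with every replicate also reaching 60%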;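 note: luciferase light reporting Pax8 driven TPO promoter activity; plate controls were median of neutral control wells for no effect and mitoxantrone controls for full effect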
CASP6 VEID inh = caspase-6 (human) enzyme inhibition; P55212; purified caspase-6, Z-VEID-R110 cleavage fluorescence; inhibition, % at 12.5 µM; 350,000 tested, 0.53% active; AID 686996;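 active = mean inhibition across replicates at least about 35%, with every replicate also reaching that limit, limit read from the data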;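 note: 0% = median of neutral control wells and 100% = no fluorescence left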
Target sequence (P55212 24-179 limits assumed): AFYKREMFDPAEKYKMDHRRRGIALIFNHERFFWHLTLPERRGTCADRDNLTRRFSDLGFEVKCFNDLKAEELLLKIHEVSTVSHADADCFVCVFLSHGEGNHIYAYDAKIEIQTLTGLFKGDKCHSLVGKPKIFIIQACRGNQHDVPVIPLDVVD
Target sequence (P55212 194-293 limits assumed): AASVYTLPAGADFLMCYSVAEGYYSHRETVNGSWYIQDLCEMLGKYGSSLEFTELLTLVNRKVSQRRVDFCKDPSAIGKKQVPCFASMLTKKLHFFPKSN
miR-122 sensor = blocks miR-122 activity in Huh7 sensor cells. Huh7 miR-122 Renilla luciferase sensor, 48 h; neutral wells = 0, positive control = 100. activation (reporter increase), % at 12.5 µM. 340,000 tested, 0.3% active. AID 602342;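 active = mean replicate activation score at least 90 and every replicate individually at or above 90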;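 note: higher luciferase means less miR-122 activity so hits act as miR-122 inhibitors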
Cneo AK release = causes C. neoformans cell lysis. 360,000 tested, 0.2% active. lysis activity, % at 15 µM. adenylate kinase release luminescence, 4 h; normalised: neutral wells 0, clomiphene wells 100. AID 651654;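 active = mean lysis activity across replicates of at least 80%, whatever share of replicates individually reach that level; inactive = mean lysis activity below 80%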
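Material – Cryptococcus neoformans yeast cells · Quantity – 5 × 10^6 yeast cells/mL · Buffer or medium – YPD medium · Compound – single dose · Timing – 4 h static compound exposure, 37 °C, read 1 h post-reagent · Signal – adenylate kinase release luminescence · Read-out basis – lysis from increased AK signal · Benchmarks – Clomiphene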
LGR2 inh = Drosophila LGR2 receptor signaling inhibition | HEK293 LGR2, CRE-luciferase, bursicon-stimulated, 4 h | inhibition, % at 9.99 µM | 380,000 tested, 0.35% active | AID 720647;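 active = drop in luminescence signal, shown as inhibition above about 50% in the replicate tests, limit read from the data, passing the limit was not always enough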;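 note: agonist challenge used bursicon conditioned medium at about half maximal strength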
The depositor's hits bear a star; x = no result given; [ ] = remark or other dose.

1. CC(C)(C)OC(=O)N1CCC[C@H]1c1nnc(SCc2c(Cl)cccc2Cl)o1
2. O=C(CNC(=O)c1ccccc1F)OCCCOC(=O)CNC(=O)c1ccccc1F
3. O=C(CCN1C(=O)S/C(=C\c2ccccc2)C1=O)N1CCCCC1
4. CN1C(=O)c2cc(NC(=O)c3cccs3)ccc2OC[C@H]2O[C@H](CC(=O)N3CCCCC3)CC[C@@H]21
5. CCOC(=O)C1(Cc2ccccc2)CCN(Cc2ccc(COC)o2)CC1
6. COc1ccc(-n2c(=O)c3c4c(sc3n3c(=S)[nH]nc23)COC(C(C)C)C4)cc1 (configuration not stated)
screen / no.,1,2,3,4,5,6
Cneo AK release,1,x,-5,-1,1,1
LGR2 inh,6,-10,-6,-6,x,x
CASP6 VEID inh,x,0,-2,-1,-1,2
PAX8 inh HTS,x,-17,-41,-4,18,-6
EWS-Fli block,x,-13,-42,-14,11,3
miR-122 sensor,31,x,x,10[16.7 µM],-14,-7
PGC1a acetyl inh,-7,x,x,1,x,8
FN deposition inh,x,13,-5,-21,5,-2

7. C[C@@H]1CN([C@H](C)CO)C(=O)c2cc(C3=CCCC3)cnc2O[C@H]1CN(C)Cc1ccccc1C(=O)O
8. CC(=O)Nc1ccc(NC(=O)CSc2nnc(CNc3ccc(F)cc3)n2CC2CCCO2)cc1 (configuration not stated)
9. Cc1ccc(-c2ccccc2[C@@H]2C[C@H]3CN(C)C(=O)[C@]34CCCN24)o1
10. O=C(N=C1N=C2C=CC(Br)=CN2Cc2ccccc21)c1ccc([N+](=O)[O-])cc1[N+](=O)[O-]
11. COc1ccccc1C(=O)NCCC(=O)N1CC=C(c2ccccc2)CC1
12. Cc1ccc(S(=O)(=O)N2CCc3ccccc3C2CC(=O)O)cc1 (configuration not stated)
screen / no.,7,8,9,10,11,12
Cneo AK release,-2,x,1,x,-2,x
LGR2 inh,-7,2,3,-66,3,10
CASP6 VEID inh,0,-1,0,1,-32,-5
PAX8 inh HTS,0,4,-7,-123,-8,-1
EWS-Fli block,-5,1,7,-113,-1,3
miR-122 sensor,25[16.7 µM],x,-1,x,2,-4
PGC1a acetyl inh,6,x,0,0,x,5
FN deposition inh,-2,-5,1,0,0,-1

13. CCCCCC(=O)N1C[C@H](n2cc(C3CC3)nn2)[C@@H](O)C[C@@H]1c1ccc(OC)cc1
14. O=C(c1ccccc1F)N1CC[C@@H]2[C@H]1c1cc(-c3cccc(F)c3)ccc1N[C@@H]2CO
15. Nc1ccc(C(=O)OCC(=O)N2CCOCC2)cc1[N+](=O)[O-]
16. Cc1cccc(NC(=O)CSc2cccc[n+]2[O-])c1C
17. O=C1C(C=NCC2CCCO2)=C(O)c2ccccc21 (configuration not stated)
18. O=C(Cn1ccc2ccccc21)Nc1ccc2c(c1)OCO2
screen / no.,13,14,15,16,17,18
Cneo AK release,-2,2,x,2,-1,x
LGR2 inh,3,12,x,-18,x,7
CASP6 VEID inh,0,x,0,2,x,-2
PAX8 inh HTS,7,-4,-71,-6,-107,9
EWS-Fli block,2,-3,-12,-3,x,-11
miR-122 sensor,-4,3[16.7 µM],-6,-1,1,12
PGC1a acetyl inh,-11,2,12,3,x,-2
FN deposition inh,-4,17,4,8,-7,12

19. COc1ccc(S(=O)(=O)N2CCCC(N(C)CCc3ccccc3)C2)cc1OC (configuration not stated)
20. CN(CC(=O)N1CC=C(c2ccccc2)CC1)S(=O)(=O)c1ccc2c(c1)c(=O)n(C)c(=O)n2C
21. C=CCN(c1ccccc1OC)S(=O)(=O)c1cccc(C(=O)NCc2ccco2)c1
22. CC(C)NC(=O)COC(=O)c1ccc(Cl)c(S(N)(=O)=O)c1
23. COc1cc(CN2CCN(C(=O)c3ccc(-c4ccccc4)cc3)CC2)cc(OC)c1OC
24. COc1ccc(-c2nnc(SCC(=O)NC3CCCCC3)o2)cc1OC
screen / no.,19,20,21,22,23,24
Cneo AK release,-1,2,-2,x,2,-1
LGR2 inh,7,-2,9,5,2,-25
CASP6 VEID inh,-1,0,3,1,-1,-1
PAX8 inh HTS,15,16,-9,6,25,-24
EWS-Fli block,8,-1,7,-4,2,-6
miR-122 sensor,0,-2,-4,x,2,-2
PGC1a acetyl inh,-3,-1,11,7,3,-14
FN deposition inh,10,8,2,x,x,-3

In a second layout: results already given.
Each structure is followed by: Cneo AK release	LGR2 inh	CASP6 VEID inh	PAX8 inh HTS	EWS-Fli block	miR-122 sensor	PGC1a acetyl inh	FN deposition inh
20: CN(CC(=O)N1CC=C(c2ccccc2)CC1)S(=O)(=O)c1ccc2c(c1)c(=O)n(C)c(=O)n2C
    2	-2	0	16	-1	-2	-1	8
21: C=CCN(c1ccccc1OC)S(=O)(=O)c1cccc(C(=O)NCc2ccco2)c1
    -2	9	3	-9	7	-4	11	2
22: CC(C)NC(=O)COC(=O)c1ccc(Cl)c(S(N)(=O)=O)c1
    x	5	1	6	-4	x	7	x
23: COc1cc(CN2CCN(C(=O)c3ccc(-c4ccccc4)cc3)CC2)cc(OC)c1OC
    2	2	-1	25	2	2	3	x

Continued.
25. C[C@@H]1CCCCO[C@@H](CN(C)Cc2ccncc2)[C@H](C)CN([C@H](C)CO)C(=O)c2cc(NC(=O)Nc3ccc(C(F)(F)F)cc3)ccc2O1
26. Cc1ccc(NC(=S)Nc2ccc(S(=O)(=O)N3CCOCC3)cc2)cc1S(=O)(=O)N1CCOCC1
27. COc1ccc(CN2CCCC(CNC(=O)c3ccc(F)cc3)C2)cc1OC (configuration not stated)
28. COc1cccc(C(=O)NC2CCN(C(=O)N3CCCCC3)CC2)c1
29. COc1ccc(S(=O)(=O)N2CCOCC2)cc1NC(=O)CCNC(=O)c1ccc(Br)cc1
30. COc1ccc(C#Cc2ccc3c(c2)[C@H]2[C@H](CCN2C(=O)CC2CC2)[C@@H](CO)N3)cc1
screen / no.,25,26,27,28,29,30
Cneo AK release,-1,-3,x,0,3,4
LGR2 inh,11,40,4,x,10,4
CASP6 VEID inh,0,-3,-4,x,5,-2
PAX8 inh HTS,99*,2,2,24,8,-2
EWS-Fli block,14,-1,10,x,-12,-8
miR-122 sensor,-8[16.7 µM],2,x,-1,x,9[16.7 µM]
PGC1a acetyl inh,4,-10,-3,8,x,0
FN deposition inh,x,-11,-5,-4,6,4

31. CC(=O)c1ccc(OCc2cc(C(=O)NCCc3ccc(Cl)cc3)no2)cc1
32. CCS(=O)(=O)N1[C@H](C#N)[C@@H](c2ccc(C#Cc3ccccc3F)cc2)[C@H]1CO
33. C[C@H](NS(=O)(=O)c1ccc(Cl)c(Cl)c1)C(=O)OCc1cc(=O)n2cc(Br)ccc2n1
34. Cc1c(C(=O)NNC(=O)c2ccccc2O)oc2ccccc12
35. COc1ccc(NC(=O)CN(C)CC(=O)NC(=O)NC2CCCCC2)cc1
36. Cc1sc2ccccc2c1CNC[C@H]1O[C@@H](n2ccc(=O)[nH]c2=O)[C@H](O)[C@@H]1O
screen / no.,31,32,33,34,35,36
Cneo AK release,-6,-5,x,1,-1,-3
LGR2 inh,-7,-7,8,-7,x,4
CASP6 VEID inh,1,1,x,0,27,7
PAX8 inh HTS,-66,13,-10,-18,4,4
EWS-Fli block,-51,-39,x,-24,-3,-2
miR-122 sensor,-6,x,-18,41,-11,4
PGC1a acetyl inh,-7,-16,x,10,-3,12
FN deposition inh,1,14,8,4,7,-5

37. Cc1noc(C)c1NC(=O)Nc1ccc2c(c1)C(=O)N([C@H](C)CO)C[C@@H](C)[C@@H](CN(C)Cc1ccc(C(=O)O)cc1)O2
38. CCCCN=C1NN=C(c2ccc(C)c(C)c2)CS1
39. CCCCN(C)C(=O)c1nc2ccccn2c1CN1CCSCC1
40. O=C(CCc1ccccc1)N1CCN(c2ccc([N+](=O)[O-])cc2)CC1
41. COC(=O)N/N=C/c1ccc(OC(=O)c2ccco2)c(OC)c1
42. Cc1ccc(NC(=O)COC(=O)Cn2c(C)csc2=O)cc1
screen / no.,37,38,39,40,41,42
Cneo AK release,-5,x,0,x,0,1
LGR2 inh,10,-85,-2,-7,-10,x
CASP6 VEID inh,3,x,0,1,1,x
PAX8 inh HTS,x,-147,14,5,-3,0
EWS-Fli block,-10,-94,9,7,2,x
miR-122 sensor,-2[16.7 µM],-4,0,x,8,-8
PGC1a acetyl inh,16,6,7,-33,-8,-5
FN deposition inh,x,-10,-1,16,2,1

43. CCc1ccc(-c2cc(C(=O)N3N=C(C(F)F)CC3(O)C(F)F)c3ccccc3n2)cc1 (configuration not stated)
44. COC(=O)C1=CN(Cc2ccccc2)C=C(C(=O)OC)C1c1cc(F)ccc1F
45. Cc1ccc(-c2csc3ncnc(N4CCN(Cc5ccccc5)CC4)c23)cc1
46. O=C(CCC(=O)NC1CCCCC1)Nc1cccnc1
47. C#CCOCCOCCOCCNc1nc(N2CCOCC2)nc(N2CCN(C(=O)[C@H](CCCN=C(N)N)n3cc(C(N)[C@@H](C)CC)nn3)CC2)n1 (some centres not stated)
48. CC(=O)Nc1ccc(NC(=O)Nc2cccc(C)c2C)cc1
screen / no.,43,44,45,46,47,48
Cneo AK release,-29,2,5,1,1,0
LGR2 inh,-50,-2,-4,-20,-15,8
CASP6 VEID inh,3,-4,-3,-1,-193,1
PAX8 inh HTS,x,12,10,-8,-5,2
EWS-Fli block,-7,6,14,7,9,-5
miR-122 sensor,0,-1,-5,-4,-1,6
PGC1a acetyl inh,-2,-14,6,x,-8,6
FN deposition inh,x,x,-3,12,3,-13

49. CC(=O)c1sc(NC(=O)c2ccc(F)c(S(=O)(=O)N3CCOCC3)c2)nc1C
50. O=C(NCCOc1ccccc1)C1CCC(=O)N(CCc2ccc(Cl)cc2)C1 (configuration not stated)
51. Cc1cccc(N2CC(O)(c3cccs3)[N+]3=C2CCCCC3)c1 (configuration not stated)
52. COc1ccc(-n2c(SCC(=O)N3CCCCC3C)nnc2-c2cccnc2)cc1 (configuration not stated)
53. Cc1cc(C)cc(NC(=O)c2cnn(-c3ccccc3)c2C2CCNCC2)c1
54. COC(=O)C1C(=O)C2=C(CC1C)Nc1ccccc1NC2c1cccs1 (configuration not stated)
55. O=C(CS(=O)(=O)Cc1ccccc1)Nc1cccnc1
56. COc1ccc(Br)cc1-c1nc(CCl)cs1
screen / no.,49,50,51,52,53,54,55,56
Cneo AK release,-4,2,x,1,x,x,0,x
LGR2 inh,-9,-16,4,x,0,-3,x,15
CASP6 VEID inh,-5,-2,-1,x,-7,0,x,-1
PAX8 inh HTS,1,-10,13,x,9,-5,-11,-10
EWS-Fli block,-13,-20,5,x,5,-3,x,-7
miR-122 sensor,9,x,x,2,x,x,-3,x
PGC1a acetyl inh,-1,x,0,3,x,x,14,x
FN deposition inh,-6,x,-2,12,0,6,-1,-3
